Source: PubChem (National Center for Advancing Translational Sciences (NCATS))
TDP43 rescue: qHTS of TDP-43 Inhibitors; Potency, µM (titrated, usually from 46.1 µM), inactives show top-dose growth rescue (activation), usual class: activators; AID 652104, 2013; TDP-43 expressing yeast growth rescue, BacTiter-Glo, 24 h; 410,000 tested, 1.8% active; further: potency means the concentration at half of the fitted maximal effect; % of control where 0% means no effect; nearly all actives have a fitted effect of over 50% in size
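Cell-based yeast growth screen: TDP-43 expression induced in galactose, inoculum OD600=0.02 after raffinose pregrowth to mid-log. Read-out BacTiter-Glo luminescence at 24 hr, 30 deg C; inhibition of toxicity seen as signal increase.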
DRD3 antagonist: qHTS of D3 Dopamine Receptor Antagonist: qHTS; AID 652054, 2013; D(3) dopamine receptor (Homo sapiens), P35462; 360,000 tested, 2.5% active; max response, negative = inhibition, %; D3R cells, DiscoveRx beta-arrestin luminescence, antagonist mode; active compounds read low; in the data active means max response below about -50%; inconclusive means no clear call, values can overlap the other calls; further: on the % scale 0 is the no-effect control and ±100 the full control effect; mostly tested at two doses, the higher about 12 µM
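Cells expressing the human receptor were seeded at 1500 cells/well, incubated overnight at 37 degrees C in 5% CO2, then exposed to library compounds with dopamine controls for 90 minutes at 37 degrees C before luminescent detection.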
EPAC2 ag: qHTS for Agonist of cAMP-regulated guanine nucleotide exchange factor 4 (EPAC2): primary screen | Rap guanine nucleotide exchange factor 4 (Homo sapiens), Q8WZA2 | EPAC2 activation, biochemical qHTS; response scale: 100% = 6.5 mM cAMP response | Potency, µM (doses to about 154 µM), without a hit: top-dose activation, hits mostly activators | 360,000 tested, 0.079% active; further: potency means the concentration at half of the fitted maximal effect; nearly all actives have a fitted effect of over 50% in size
Target sequence (Q8WZA2 whole entry, looked up): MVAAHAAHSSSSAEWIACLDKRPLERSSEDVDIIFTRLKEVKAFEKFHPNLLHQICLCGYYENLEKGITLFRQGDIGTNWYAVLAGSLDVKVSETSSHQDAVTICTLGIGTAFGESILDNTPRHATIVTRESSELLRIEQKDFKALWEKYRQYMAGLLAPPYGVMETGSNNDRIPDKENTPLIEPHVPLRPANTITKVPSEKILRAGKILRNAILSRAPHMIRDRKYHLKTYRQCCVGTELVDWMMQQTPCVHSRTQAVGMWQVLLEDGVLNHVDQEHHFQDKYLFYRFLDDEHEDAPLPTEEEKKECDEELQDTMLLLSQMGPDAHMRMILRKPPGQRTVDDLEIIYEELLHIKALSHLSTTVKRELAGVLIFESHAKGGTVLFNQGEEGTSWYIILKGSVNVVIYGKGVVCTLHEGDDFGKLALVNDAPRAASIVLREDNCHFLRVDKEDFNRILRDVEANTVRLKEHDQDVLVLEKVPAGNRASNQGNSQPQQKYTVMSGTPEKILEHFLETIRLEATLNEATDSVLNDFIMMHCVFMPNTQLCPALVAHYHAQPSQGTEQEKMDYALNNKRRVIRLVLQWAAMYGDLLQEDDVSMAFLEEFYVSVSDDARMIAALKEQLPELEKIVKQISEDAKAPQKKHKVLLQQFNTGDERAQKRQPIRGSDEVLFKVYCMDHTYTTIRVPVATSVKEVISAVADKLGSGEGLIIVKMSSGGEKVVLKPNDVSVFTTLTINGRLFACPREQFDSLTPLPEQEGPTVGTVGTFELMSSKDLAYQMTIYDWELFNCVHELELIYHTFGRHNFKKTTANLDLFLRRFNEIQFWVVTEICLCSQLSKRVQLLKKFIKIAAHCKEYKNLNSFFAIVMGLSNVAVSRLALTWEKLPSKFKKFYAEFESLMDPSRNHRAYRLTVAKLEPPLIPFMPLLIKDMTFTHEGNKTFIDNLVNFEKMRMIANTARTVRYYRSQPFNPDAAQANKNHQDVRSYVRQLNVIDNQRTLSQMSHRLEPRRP
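In this primary screen, activation is scored as increased exchange of BODIPY-GDP from Rap1B by 100 nM EPAC2, with 50 uM GDP as competitor. Signal is normalized to the 6.5 mM cAMP agonist control.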
EPAC2 antagonist: qHTS for Antagonist of cAMP-regulated guanine nucleotide exchange factor 2 (EPAC2): primary screen; 360,000 tested, 0.18% active; Potency, µM (top dose mostly 114 µM), for the others: top-dose activity, negative = inhibition, hits mostly inhibitors; AID 720708, 2013; EPAC2 GEF exchange of Rap1B-BODIPY-GDP, fluorescence; further: potency means the concentration at half of the fitted maximal effect; on the % scale 0 is the no-effect control and ±100 the full control effect; nearly all actives have a fitted effect of over 45% in size; many of its hits are not listed in these tables
Abeta yeast res: qHTS for compounds that reverse cellular toxicity of Amyloid beta (A-beta) peptide in yeast: Primary Screen; yeast expressing A-beta42, growth rescue, OD600, 48 h; response scale: 0% DMSO, 100% iron-clioquinol control; Potency, µM (top dose mostly 46.1 µM), for inactives: at the highest dose growth rescue, actives largely listed as activators; 410,000 tested, 0.063% active; further: potency means the concentration at half of the fitted maximal effect; nearly all actives have a fitted effect of over 55% in size
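Growth rescue measured by 600 nm absorbance after 48 h yeast culture at 30 C with compound. Values normalized between DMSO and an equimolar ferric chloride plus clioquinol control.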
FUS suppressor: qHTS for Suppressors of FUS Proteinopathy: Primary screen using FUS-linked yeast assay. AID 1347120, 2019. S. cerevisiae FUS-expressing, growth rescue, OD600, 24 h. Potency, µM (series often up to 76.6 µM), for inactives: at the top dose growth rescue (activation), usual class: activators. 390,000 tested, 0.24% active;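 further: potency means the concentration at half of the fitted maximal effect; plate controls were DMSO vehicle for no effect and reference control for full effect; nearly all actives have a fitted effect of over 55% in size; some results filed as inactive show a strong effect at the top dose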
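Cultures pregrown in 2.5% raffinose medium are shifted to minimal medium containing 2% galactose to express toxic FUS. Compounds are tested at several concentrations. After 24hr at 30C, growth is quantified at 600 nm absorbance.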
DRD3 agonist: qHTS of D3 Dopamine Receptor Agonist: qHTS; 410,000 tested, 0.58% active; D3R DiscoveRx beta-arrestin cells, luminescence, 90 min; max activation, %; D(3) dopamine receptor (Homo sapiens), P35462; in the data active means max activation above about 30%; further: 0% is about no effect; mostly tested at two doses, the higher about 12 µM
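Agonist mode: compounds and dopamine controls were applied to plated cells for 90 min at 37 degrees C after an overnight attachment at 1500 cells/well. Luminescent read-out followed 30 - 60 minutes at room temperature with DiscoveRx detection reagent.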
aSyn yeast inh: qHTS of alpha-syn Inhibitors | Yeast expressing alpha-synuclein, growth rescue, BacTiter-Glo, 24 h | Potency, µM (highest dose often 46.1 µM), without a hit: top-dose growth rescue (activation), actives largely listed as activators | 370,000 tested, 0.14% active | AID 652106, 2013; further: potency means the concentration at half of the fitted maximal effect; % of control where 0% means no effect; nearly all actives have a fitted effect of over 65% in size
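Rescue of yeast growth: cells expressing toxic alpha-synuclein, induced in galactose at OD600 0.02, incubated with compound 24 h at 30 C. ATP luminescence quantified growth; inhibitors of toxicity appear as activators.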
Starred values were filed as active, the others as inactive; ? = inconclusive; nt = no result given; & = joins results of further samples; [ ] = dose if it differs, or a comment. Unless noted, the call rests on the fitted dose curve; in most records, active means well fitted curve in the direction sought with a large enough effect; inconclusive means small, poorly fitted or top-dose-only effect, or another doubt; inactive means no such curve, though single readings can be large; an effect the other way counts as inactive or inconclusive. These rows are one share of the data; the hit share may differ from the screen's.

mol	Abeta yeast res	aSyn yeast inh	TDP43 rescue	DRD3 agonist	EPAC2 ag	FUS suppressor	EPAC2 antagonist	DRD3 antagonist
Cc1cc(C)cc(OCC(=O)OCC(=O)c2c(N)n(C)c(=O)n(C)c2=O)c1	-10%	-2%	-14%	-7	-8%	10%	11%	-1
COc1ccc(-c2nn(-c3ccccc3)cc2C(=O)Nc2cccc(C(=O)O)c2)cc1[N+](=O)[O-]	-8%	-7%	-6%	6	6%	3%	31%[activator]	-15
COc1ccc(CNC(=O)c2cc(SC)ccc2Cl)cc1OC	-10%	-1%	?	-1	6%	1%	-9%	10
CCOc1ccc(C2C(C(=O)Nc3ccccc3)=C(C)Nc3nc(-c4ccccc4)nn32)cc1OC (stereo unspecified)	-21%	nt	-14%	-10	nt	?	nt	nt
CCc1ccccc1N1CN(Cc2ccco2)CNC1=S	?	13%	21%	2	4%	-4%	-6%	15
Cc1ccc(N2C(=O)CN=C2Nc2nc(C)cc(C)n2)cc1	0%	-3%	-27%	2	4%	24%	7%	-16
O=C(NCCc1csc(-c2ccc(F)cc2)n1)c1cccs1	-30%	nt	11µM*	-2	nt	10%	nt	nt
COc1cccc(NC(=O)c2cccc(C(=O)Nc3cccc(OC)c3)n2)c1	9%	7%	12%	12	7%	nt	19%	24
O=C1c2cccc3cccc(c23)C(=O)N1CC1CCN(CC(O)COc2ccc3ccccc3c2)CC1 (stereo unspecified)	-16%	-49%[inhibitor]	-13%	-16	3%	25%	3%	?
COC(=O)Cn1c(=NC(=O)CCS(=O)(=O)c2ccccc2)sc2c(OC)ccc(OC)c21	-4%	2%	17%	4	2%	-6%	2%	5
CC(C)c1nc(SCC(=O)Nc2ccc3c(c2)OCCO3)c2c(=O)n(C)c(=O)n(C)c2n1	7%	0%	17%	1	9%	-22%	4%	-16
Cc1ccccc1OCc1ccc(-c2nc(C#N)c(N3CCN(c4ccccc4)CC3)o2)o1	-16%	nt	20%	6	nt	-6%	nt	nt

Pulled by structure from the entries so far, 3 records:
mol	Abeta yeast res	aSyn yeast inh	TDP43 rescue	DRD3 agonist	EPAC2 ag	FUS suppressor	EPAC2 antagonist	DRD3 antagonist
O=C1c2cccc3cccc(c23)C(=O)N1CC1CCN(CC(O)COc2ccc3ccccc3c2)CC1 (stereo unspecified)	-16%	-49%[inhibitor]	-13%	-16	3%	25%	3%	?
Cc1ccccc1OCc1ccc(-c2nc(C#N)c(N3CCN(c4ccccc4)CC3)o2)o1	-16%	nt	20%	6	nt	-6%	nt	nt
O=C(NCCc1csc(-c2ccc(F)cc2)n1)c1cccs1	-30%	nt	11µM*	-2	nt	10%	nt	nt

(more compounds)
mol	Abeta yeast res	aSyn yeast inh	TDP43 rescue	DRD3 agonist	EPAC2 ag	FUS suppressor	EPAC2 antagonist	DRD3 antagonist
CN(C)CCC(=O)NCC1OCCc2ccccc21 (stereo unspecified)	1%	-2%	10%	7	17%	0%	2%	-1
Cc1cc(C)cc(N(CCC#N)C(=O)COC(=O)c2ccc(OCc3c(C)noc3C)cc2)c1	-6%	12%	-2%	2	6%	35%	2%	-11
NC(=O)c1nsc(C(=O)N(c2cccc(O)c2)C(C(=O)NC2CCCC2)c2ccc(Cl)cc2)c1N (stereo unspecified)	-20%	-3%	-26%	-5	-14%	23%	23%	-15
COc1ccc(Oc2nccc(OC)c2C#N)cc1	11%	1%	17%	1	6%	2%	1%	10
COc1ccc2c(c1)C=C(CN1CCN(C(C)C)C(CCO)C1)CO2 (stereo unspecified)	-7%	-1%	-2%	-7	4%	3%	5%	-14
O=C(O)CSc1nnc(NC(=O)CN2CCOCC2)s1	2%	-4%	-1%	1	5%	-2%	8%	3
OCCNC(=S)Nc1cc(Cl)cc(Cl)c1	6%	-6%	10%	10	3%	-15%	-2%	-7
CCCN1Cc2cccc(C(=O)NCc3ccccc3)c2C1=O	-10%	-4%	-7%	2	5%	31%	-3%	7
O=C(CCNS(=O)(=O)c1cccc2nsnc12)NCc1cccs1	2%	2%	-1%	0	4%	-16%	0%	-24
Oc1ccccc1-c1cc(C(F)(F)F)nc(-c2ccccc2)n1	7%	3%	-5%	12	-3%	-9%	0%	1
Cc1ccc2oc(=O)c3cnn(CC(=O)NCCN(C)C)c3c2c1	-10%	-9%	12%	2	11%	-18%	-4%	-6
C=CCC[C@H](Cc1ccc(F)cc1)C(=O)O[C@H](CNC(=O)[C@@H](CC=C)CC(=O)N(CCO)Cc1ccccc1)c1ccccc1	11%	8%	12%	17	-6%	19%	-14%	8

Part of the list above, reformatted:
Every second line gives: Abeta yeast res, aSyn yeast inh, TDP43 rescue, DRD3 agonist, EPAC2 ag, FUS suppressor, EPAC2 antagonist, DRD3 antagonist
- CN(C)CCC(=O)NCC1OCCc2ccccc21 (stereo unspecified)
    1%, -2%, 10%, 7, 17%, 0%, 2%, -1
- Cc1cc(C)cc(N(CCC#N)C(=O)COC(=O)c2ccc(OCc3c(C)noc3C)cc2)c1
    -6%, 12%, -2%, 2, 6%, 35%, 2%, -11
- NC(=O)c1nsc(C(=O)N(c2cccc(O)c2)C(C(=O)NC2CCCC2)c2ccc(Cl)cc2)c1N (stereo unspecified)
    -20%, -3%, -26%, -5, -14%, 23%, 23%, -15
- COc1ccc(Oc2nccc(OC)c2C#N)cc1
    11%, 1%, 17%, 1, 6%, 2%, 1%, 10

Next part.
mol	Abeta yeast res	aSyn yeast inh	TDP43 rescue	DRD3 agonist	EPAC2 ag	FUS suppressor	EPAC2 antagonist	DRD3 antagonist
Cc1ccccc1NC(=S)N(Cc1cccs1)C1CCCC1	13%	-7%	-12%	-7	1%	13%	-14%	-9
CN(C)C(=O)CN(c1ccc2c(c1)OCO2)S(C)(=O)=O	11%	-1%	-14%	-4	7%	14%	5%	-7
COc1ccc(NC(=O)Cc2c(C)n(C(=O)c3ccc(Cl)cc3)c3ccc(OC)cc23)cc1	17%	-9%	-15%[9.22 µM]	2	11%	?	1%	-25
CCOCCNC(=O)c1ccccc1C(=O)NCCOCC	4%	-5%	25%	-4	5%	18%	-5%	14
CCCCNc1c(-c2ccc(SC3CCCCC3)c(OC)c2)nc2ccc(C)cn12	-75%&-92%[inhibitor]	-53%&-59%[inhibitor]	-91%&-92%[inhibitor]	-10&5	1%&3%	?	-12%&-9%	152&41
COCc1[nH]nc2c1C1(CCSCC1)C(C#N)=C(N)O2	-6%	-3%	-5%	1	4%	13%	13%	14
CCOC(=O)Cc1cc(=O)n2[nH]c(C)c(-c3ccccc3)c2n1	7%	-5%	1%	-2	-10%	?	-10%	-21
CCCCC(=O)Nc1cccc(NC(=O)c2cccc([N+](=O)[O-])c2)c1	-4%	-2%	2%	-6	18%	-18%	1%[57.1 µM]	-14
C=C(C)c1cccc(C(C)(C)NC(=O)N2CCCCC2CC)c1 (stereo unspecified)	9%	1%	10%	15	3%	18%	-2%	-28
COc1ccc(C(=O)Nc2ccc3c(c2)OCCO3)cc1Br	-3%	-3%	7%	3	9%	-22%	-5%	-1
O=C(CCSCc1ccccc1F)NCCc1ccccc1	7%	2%	27%	7	-2%	-19%	5%	13
Cc1cc(NC(=O)c2ccc3c(c2)OCCO3)ccc1NC(=O)c1ccco1	-17%	-20%	-13%	7	7%	13%	5%	11

Following part:
mol	Abeta yeast res	aSyn yeast inh	TDP43 rescue	DRD3 agonist	EPAC2 ag	FUS suppressor	EPAC2 antagonist	DRD3 antagonist
O=C(NCCO)C(=O)Nc1cc2c3c(c1)CCN3C(=O)CC2	-16%	-2%	7%	-9	3%	-18%	0%	13
O=[N+]([O-])c1ccc(CN2CCOCCOCCOCC2)cc1	0%	2%	-14%	-11	5%	15%	4%	-10
COc1ccc(S(=O)(=O)Nc2nnc(C(C)(C)C)s2)cc1	24%	-28%	-3%	-1	7%	14%	5%	4
C=CCn1c(C(CCCC)CC(O)COCCC)n[nH]c1=S (stereo unspecified)	-16%	-2%	3%	-2	-2%	-19%	14%	1
COc1cccc(N2CC(NC(=O)C3CC3)CC2=O)c1 (stereo unspecified)	-13%	nt	14%	9	nt	7%	nt	nt
CC1CCCN(CCCNC(=O)c2coc3nc4ccccc4nc23)C1 (stereo unspecified)	-2%	1%	-7%	-7	10%[15.6 µM]	4%	8%	0
O=C(COc1cc(=O)n2c(n1)SCCC2)c1ccccc1	12%	7%	8%	1	-7%	8%	0%	13
CCOc1ccc(Br)cc1S(=O)(=O)NC1=NCCCCC1	13%	8%	20%	1	2%	-5%	-1%	4
O=C1/C(=C/c2cccc(Br)c2)SC(=S)N1CCC(=O)N(CCO)c1ccccc1	11%	2%	4%	5	15%	35%	3%	4
CCOc1ccc(Nc2cc(C)nc(-n3nc(C)cc3C)n2)cc1	-6%	-8%	?	1	0%	24%	14%	-52*
CCOc1ccc2oc(=O)cc(CN3CCN(C(=O)c4ccco4)CC3)c2c1	-2%	-3%	-3%	-5	10%	28%	-7%	-9
CC1(C)NC(=O)N(CC(=O)N2CCN(c3cccc(C(F)(F)F)c3)CC2)C1=O	-23%	2%	-23%	4	1%	11%	8%	12

Next section.
mol	Abeta yeast res	aSyn yeast inh	TDP43 rescue	DRD3 agonist	EPAC2 ag	FUS suppressor	EPAC2 antagonist	DRD3 antagonist
O=S(=O)(NC1CC1)c1ccc(S(=O)(=O)N(Cc2ccccn2)C2CCCC2)cc1	4%	4%	-23%	0	5%	19%	-1%	-19
COCCN(C(=O)c1ccco1)C(C(=O)NC1CCCC1)c1cccs1 (stereo unspecified)	1%	0%	-9%	-5	14%	7%	-3%	-23
Cn1ncc(Br)c1NC(=O)CSc1ccc(Cl)cc1	?	6%	36%	2	6%	-3%	15%	5
N/C(=N\OC(=O)c1ccccc1Br)c1cccc([N+](=O)[O-])c1	-22%	-24%	?	4	9%	-8%	-1%	1

One compound at a time, as listed above. Values in the order: Abeta yeast res | aSyn yeast inh | TDP43 rescue | DRD3 agonist | EPAC2 ag | FUS suppressor | EPAC2 antagonist | DRD3 antagonist
COc1ccc(Oc2nccc(OC)c2C#N)cc1 reads 11% | 1% | 17% | 1 | 6% | 2% | 1% | 10
O=C(NCCO)C(=O)Nc1cc2c3c(c1)CCN3C(=O)CC2 reads -16% | -2% | 7% | -9 | 3% | -18% | 0% | 13
